Phagocytosis inh: macrophage phagocytosis inhibition; J774A.1 macrophage IgG-bead phagocytosis, imaging; inhibition, % at 5 µM; 110,000 tested, 0.07% active; AID 1029;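 active = inhibition above the mean of the plate negative controls plus 5 SD, cut at about 13% in these data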;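 note: phagocytic index as fraction of beads internalized from green versus red external bead signal; plate controls were DMSO negative control for no effect and cytochalasin-D positive control for full effect; some results beyond the cut were filed as inactive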
HCT116 bCat-KO: beta-catenin-lacking colon tumor cell growth suppression | HCT116 beta-catenin knockout viability, CellTiter-Glo, 60 h; stronger effect = lower value | viability, % at 10 µM | 140,000 tested, 1.5% active;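 active = viability at or under a set limit, the compound median less 4 SD, cut at about 6% in these data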;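 note: 0% = Hyamine 1622 control at 20 µM and 100% = untreated cell control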
NPY-Y2 antag: NPY-Y2 (human) receptor antagonism; NPY-Y2 expressing cells, antagonist mode; inhibition, % at 2.7 µM; 140,000 tested, 0.99% active; AID 793; in the data active = inhibition above about 17%;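 note: 0% = vehicle with agonist challenge and 100% = reference antagonist with challenge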
Target sequence (P49146 whole entry, looked up): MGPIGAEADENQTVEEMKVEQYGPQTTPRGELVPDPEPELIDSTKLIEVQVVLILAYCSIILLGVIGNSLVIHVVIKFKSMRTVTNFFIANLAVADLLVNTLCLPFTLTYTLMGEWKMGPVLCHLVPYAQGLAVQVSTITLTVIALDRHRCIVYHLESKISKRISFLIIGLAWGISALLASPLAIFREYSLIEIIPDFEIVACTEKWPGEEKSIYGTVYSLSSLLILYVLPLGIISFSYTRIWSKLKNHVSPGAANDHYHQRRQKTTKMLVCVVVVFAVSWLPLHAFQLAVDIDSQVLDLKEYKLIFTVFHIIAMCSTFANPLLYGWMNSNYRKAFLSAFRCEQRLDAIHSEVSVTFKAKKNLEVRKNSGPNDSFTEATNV
MRP1 act: activators of MRP-1; viability increase, % at 10 µM; AID 799; H69AR cells + doxorubicin, viability rescue, CellTiter-Glo; 140,000 tested, 0.61% active;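 active = viability gain under doxorubicin at or above a set limit, the compound median plus 3 SD, cut at about 4.7% in these data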;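 note: MRP-1 overexpressing cells given doxorubicin 25 µM after compound pretreatment; 18-22 h compound pretreatment then 72 h with doxorubicin before readout; 0% = doxorubicin-only wells and 100% = vehicle-treated cells without doxorubicin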
GALR2 blocker: GALR2 (human) receptor antagonism; O43603; GALR2-expressing cells, antagonist mode; inhibition, % at 4 µM; 140,000 tested, 0.39% active; AID 828; in the data active = inhibition above about 27%;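 note: cells stimulated with galanin 1-16 at roughly its EC80; 0% = agonist challenge control and 100% = basal control without agonist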
Target sequence (O43603 whole entry, looked up): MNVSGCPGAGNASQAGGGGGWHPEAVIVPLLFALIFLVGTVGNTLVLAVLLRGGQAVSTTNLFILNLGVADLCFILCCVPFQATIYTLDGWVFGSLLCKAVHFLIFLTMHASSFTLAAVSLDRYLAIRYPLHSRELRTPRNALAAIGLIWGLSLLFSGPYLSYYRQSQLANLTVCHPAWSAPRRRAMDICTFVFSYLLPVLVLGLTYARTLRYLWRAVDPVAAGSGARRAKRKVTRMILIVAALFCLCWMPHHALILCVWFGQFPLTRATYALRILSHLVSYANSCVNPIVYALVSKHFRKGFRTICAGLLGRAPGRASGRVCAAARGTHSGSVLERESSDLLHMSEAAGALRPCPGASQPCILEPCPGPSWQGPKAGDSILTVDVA
E-sel TNF inh: TNF alpha driven E-selectin expression inhibition | HUVEC TNFa-induced E-selectin immunofluorescence, high content | inhibition, % at 2 µM | 120,000 tested, 0.71% active;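 active = inhibition above the batch mean plus 3 SD, and confirmed as a hit on visual image review, cut at about 43% in these data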;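 note: 0% = TNF-stimulated DMSO wells and 100% = unstimulated control wells; not every result past the cut was called active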
PTEN del growth: PTEN-deleted cell growth suppression. HCT116 PTEN-null viability, CellTiter-Glo, 60 h; stronger effect = lower value. viability, % at 10 µM. 140,000 tested, 1.2% active;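 active = viability at or below a set limit, 4 SD under the median of all tested compounds, cut at about 3.7% in these data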;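 note: PTEN knockout HCT116 line with beta catenin targeted HCT116 as companion control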
Yeast lifespan up: yeast lifespan extension; S. cerevisiae growth with nicotinamide, OD615; deaD strain in restrictive glucose medium; inhibition of the nicotinamide effect, % at 10 µM; 130,000 tested, 0.68% active; AID 775;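 active = inhibition above a set limit, placed 3 SD over the median of all compounds, cut at about 26% in these data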;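 note: 0% = nicotinamide-treated wells and 100% = cells grown without nicotinamide; some compounds called inactive have numbers as strong as hits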
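Assay system: engineered S. cerevisiae DeaD replicative-lifespan strain, galactose-grown log-phase cells; Buffer or medium: CSMM-D glucose medium, restrictive; Probe or stimulus: nicotinamide 1.5 mM; Compound: single dose 10 µM compound, 0.25% DMSO; Schedule: 4 h preincubation then 48 h treatment at 30 °C; Technique: OD615 measurement.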
BB579 growth dn: reduces growth of yeast BB579 in restrictive medium | inhibition, % at 10 µM | 140,000 tested, 0.51% active | S. cerevisiae BB579 growth, OD615, 48 h;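 active = inhibition above a set limit, 3 SD over the mean compound inhibition, cut at about 44% in these data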; note: inactives centre near -24
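Detection: OD615 turbidity measurement; Material: Saccharomyces cerevisiae DeaD strain BB579, replicative lifespan model yeast; Timing: 48 h exposure, 30 °C; Doses: single 10 µM dose; Medium: CSMM-D restrictive synthetic medium containing dextrose (glucose); Controls: amphotericin B at 10 µg/mL as positive control.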
Measles CPE: protection of cells from measles virus. Measles virus-infected cells, CPE protection, absorbance. protection (pct of control), % at 4 µM. 140,000 tested, 1.5% active. AID 841; in the data active = protection mostly above about 24%, no sharp cut-off; inactive = mostly below about 26%; note: some compounds called inactive have numbers as strong as hits
Active calls of the source: *; nt = no result given.

SMILES	Phagocytosis inh	HCT116 bCat-KO	NPY-Y2 antag	MRP1 act	GALR2 blocker	E-sel TNF inh	PTEN del growth	Yeast lifespan up	BB579 growth dn	Measles CPE
CCOC(=O)C1=NN(C(=O)Nc2ccc(OC)cc2)C2C(=O)N(c3cccc(C(F)(F)F)c3)C(=O)C12 (configuration not stated)	0	86	4	-3.5	12	10	88	-20	4	19
O=C(CSc1nnnn1C1CCCC1)NCc1ccc2c(c1)OCO2	0	83	7	-2.1	-2	15	89	-12	-26	12
CC(C)c1nc(C#N)c(NCCCn2ccnc2)o1	1	113	0	-0.6	-3	-20	109	25	-47	31
COc1ccccc1Oc1ccc2c(c1)C(=O)N(c1ccc(O)cc1)C2=O	0	111	18*	0.8	5	-27	99	10	-30	3
CCSc1nc2cc(C(=O)OC)ccc2c(=O)n1CC	nt	81	4	0.4	-2	-24	91	-21	-13	29
Cc1ccc(-n2c(CNc3ccc(F)cc3)nnc2SCC(N)=O)cc1	-2	100	4	-1.6	-2	2	101	-16	-8	16
Cc1ccccc1NS(=O)(=O)c1ccc(OCCNS(C)(=O)=O)cc1	-5	89	-1	-2.1	16	-25	91	-2	3	4
COCC(=O)Nc1sc2c(c1C(=O)OC)C(C(=O)OC)CC2 (configuration not stated)	1	90	8	-1.1	-22	-12	91	-9	-39	16
C=CCc1cc(/C=N/NC(=O)CSc2nnc(CCCc3ccc(OC)cc3)o2)cc(OC)c1O	-1	90	1	-1.8	-2	-19	92	6	-68	10
CCCC(=O)NC(Nc1ccc(S(=O)(=O)Nc2cc(C)on2)cc1)(C(F)(F)F)C(F)(F)F	nt	98	1	1.4	13	6	103	nt	-36	25
CCOc1ccc2nc(NC(=O)Cn3cnc4c3c(=O)n(C)c(=O)n4C)sc2c1	2	88	1	-2.5	13	-47	102	-9	9	10
O=C(OCC(=O)N1CCCCCC1)c1n[nH]c(=O)c2ccccc12	-2	100	-1	-0.7	11	-47	91	-13	-31	17
COCCNC(=O)Cn1nc(C(F)(F)F)cc1C	0	98	0	-0.6	-5	nt	100	-14	4	8
Cc1cc(C)nc(SC2c3cccc4cccc(c34)C2NS(=O)(=O)c2ccccc2)n1 (configuration not stated)	nt	71	4	-2.6	9	-17	66	11	-43	3
CCn1c(SCC(=O)c2ccc(CNC(C)=O)o2)nnc1-c1cccs1	-2	89	0	-2.9	6	nt	90	-29	-47	7
Cc1cccc(N(CC(=O)N2CCCC2)S(=O)(=O)c2ccccc2)c1C	-2	84	4	0.1	0	-15	82	-5	-3	25
Cc1nnc(SCC(=O)Nc2ccc(Cl)cn2)n1Cc1ccccc1	-1	92	3	0.8	9	0	98	-6	-22	21
COc1cc(C2C3C(=O)N(c4ccccc4)C(=O)C3ON2c2ccccc2)cc(OC)c1OC (configuration not stated)	1	94	3	-0.1	-9	23	101	-3	-23	4
COc1ccc(C(=O)CCNc2cccc(Cl)c2)cc1	-11	94	1	2.2	0	22	95	-5	2	23
CC(=O)Nc1c(C#N)c(C(C)(C)C)cn1C	-3	89	3	-2.3	-1	nt	87	-2	-30	11
O=S(=O)(Nc1ccc(-c2nnc(SCc3ccc(Cl)cc3)o2)cc1)c1ccccc1	nt	91	6	-0.7	-11	nt	87	1	-25	26
Cc1cc(NC(=O)c2noc3c2CCCCC3)nn1Cc1ccc(Cl)cc1	-2	94	6	0.3	0	42	88	-5	-50	3
CCOC(=O)c1sc2nc(NC(=O)C(C)(C)C)sc2c1C	0	76	-1	-4.1	2	nt	71	-11	-3	8
CCN1CNC(=S)N(Cc2ccccc2)C1	nt	83	6	-1.6	-10	nt	88	-1	4	3
Cc1ccc(C(O)c2ccncc2)cc1 (configuration not stated)	0	101	3	0.8	-6	-13	100	-2	-25	8
CC(NC(=O)c1ccccc1)c1nc2ccccc2n1Cc1ccc(C#N)cc1 (configuration not stated)	0	78	6	-1.9	-12	4	89	-22	15	16
CCOc1ccc(Oc2nc(NCC(C)C)nc(OC)n2)nn1	-1	94	1	-1.5	9	-22	98	-5	-42	6
CCC(C)(C(=O)NC1CCCCC1)N(CC1CCCO1)C(=O)c1ccccn1 (configuration not stated)	0	100	2	-1.8	1	-25	94	0	-10	28
COc1ccc(OC)c(NC(=O)C(CC(=O)O)NCc2ccco2)c1 (configuration not stated)	nt	100	3	-0.1	-2	52	104	-19	-40	2
O=C(COC(=O)c1ccccc1NC(=O)c1ccco1)NCC1CCCCC1	0	92	14	-2.0	0	nt	100	-23	-19	3

Two of the compounds above, with two lines to a compound:
Results follow in this order: Phagocytosis inh | HCT116 bCat-KO | NPY-Y2 antag | MRP1 act | GALR2 blocker | E-sel TNF inh | PTEN del growth | Yeast lifespan up | BB579 growth dn | Measles CPE
O=C(COC(=O)c1ccccc1NC(=O)c1ccco1)NCC1CCCCC1
 : 0 | 92 | 14 | -2.0 | 0 | nt | 100 | -23 | -19 | 3
CC(NC(=O)c1ccccc1)c1nc2ccccc2n1Cc1ccc(C#N)cc1 (configuration not stated)
 : 0 | 78 | 6 | -1.9 | -12 | 4 | 89 | -22 | 15 | 16

The listing continues:
SMILES	Phagocytosis inh	HCT116 bCat-KO	NPY-Y2 antag	MRP1 act	GALR2 blocker	E-sel TNF inh	PTEN del growth	Yeast lifespan up	BB579 growth dn	Measles CPE
CC1(C)CC(=O)C2=C(C1)N(Cc1ccco1)C(=O)C2(NC(=O)C1CCCCC1)C(F)(F)F (configuration not stated)	3	92	1	-0.9	2	-26	107	-5	-43	6
Cc1ccc2[nH]c3c(=O)n(CCN4CCNCC4)cnc3c2c1	0	93	-1	-4.2	5	nt	88	-21	-22	2
Cc1nn(C)c(C)c1/C=N/NC(=O)c1csc2ccccc12	0	91	-1	0.1	3	27	82	1	-33	10
Cc1ccc(-c2nn(Cc3ccccc3)cc2/C=C/C(=O)O)cc1C	0	96	2	-0.6	5	-5	102	0	-24	5
COc1ccccc1/C=N/NC(=O)c1ccc(Cn2nc([N+](=O)[O-])cc2C)cc1	-3	100	-1	-0.5	14	-7	95	0	-9	12
Cc1ccc(C)c(NC(=S)NNC(=O)c2csc(C(C)C)c2)c1	nt	87	2	-3.8	-16	-13	87	nt	12	23
CCNc1nc(OC)nc(Oc2ccc(=O)n(-c3ccccc3)n2)n1	2	93	3	-0.1	-16	-26	108	-3	-27	6
O=C1C2C3C=CC(C2C(=O)N1C1CCCCC1)C1C(=O)N(C2CCCCC2)C(=O)C31 (configuration not stated)	nt	103	2	1.2	-6	nt	106	-4	-34	6
O=C(NCCCN1CCN(c2ccccc2F)CC1)C1CCC(=O)N1C1CCCCC1 (configuration not stated)	nt	110	3	-1.4	1	nt	111	-2	-73	5
CCC(=O)Nc1ccc(S(=O)(=O)NCC2CCCO2)cc1 (configuration not stated)	-2	94	4	-2.2	6	12	87	-1	-27	6
O=C(CCCO)CCCCCCCCC[C@H]1N[C@H](CO)[C@@H](O)[C@@H]1O	nt	94	0	-1.3	-2	-30	99	5	-32	7
Cc1cc(NC(=O)Cn2cnc3c2c(=O)n(C)c(=O)n3C)n(-c2ccccc2)n1	0	108	0	1.1	-3	-21	102	-7	-26	2
O=C(c1cccc(Cl)c1)c1nn(-c2ccccc2)c(=O)cc1C(F)(F)F	nt	2.5*	-2	-2.4	6	-11	1.1*	21	-46	6
COc1cccc2cc(C(=O)C3=C(O)C(=O)N(Cc4ccco4)C3c3cccnc3)oc12 (configuration not stated)	-3	99	0	-1.7	-4	-11	99	-11	1	4
CCOC(=O)CCSc1nc(C)c2cc(C)c(C)cc2n1	nt	86	7	-3.3	5	-18	100	nt	-29	5
COC(=O)c1cc2sccc2n1CC(=O)Nc1cc(OC)cc(OC)c1	0	75	1	-4.0	1	nt	71	-14	-51	4
CCCCNC(=O)c1cc2c(=O)n3cccc(C)c3nc2n(Cc2ccccc2)c1=N	-1	52	5	-5.5	4	-27	47	-3	-43	1
CCOC(=O)Cc1nnc(NC(=O)COc2ccc(F)cc2)s1	3	101	1	0.5	-8	12	101	-10	-38	nt
CCn1c(-c2ccc([N+](=O)[O-])cc2)n[nH]c1=S	nt	96	2	-0.8	-7	-10	102	-16	-9	16
CCOC(=O)NCCc1c(C)nc2c(c(C)nn2C(C)(C)C)c1C	-1	77	0	-0.4	-19	nt	90	-4	-29	0
COc1ccccc1N1CCN(C2=CC(=O)CCC2)CC1	0	96	1	-0.2	14	-11	92	9	-13	15
CCOc1ccccc1NS(=O)(=O)c1ccc(OC)c(OC)c1	nt	97	-1	-2.5	9	-20	91	-3	-27	15
COc1ccc(NC(=S)N2C3CCC2CC(NC(=O)NC24CC5CC(CC(C5)C2)C4)C3)c(OC)c1 (configuration not stated)	0	84	-3	2.7	-7	10	78	-15	-32	6
COc1cc(NC(=O)COC(=O)c2nc3nc(C)cc(C)n3n2)cc(OC)c1	nt	99	-2	-0.6	3	nt	123	-12	-43	4
CCN(CC)c1ccc(C(=O)N/N=C(\C)c2ccc(OC)c(OC)c2)cc1	-10	95	3	0.6	-5	7	83	-5	-27	14
CCNC(=O)c1ccc(-n2nc(C(F)(F)F)c3c2CCCC3)cc1	nt	86	1	0.5	-6	-22	78	-10	-14	7

Structures listed so far that contain fluorine:
SMILES	Phagocytosis inh	HCT116 bCat-KO	NPY-Y2 antag	MRP1 act	GALR2 blocker	E-sel TNF inh	PTEN del growth	Yeast lifespan up	BB579 growth dn	Measles CPE
CCOC(=O)C1=NN(C(=O)Nc2ccc(OC)cc2)C2C(=O)N(c3cccc(C(F)(F)F)c3)C(=O)C12 (configuration not stated)	0	86	4	-3.5	12	10	88	-20	4	19
Cc1ccc(-n2c(CNc3ccc(F)cc3)nnc2SCC(N)=O)cc1	-2	100	4	-1.6	-2	2	101	-16	-8	16
CCCC(=O)NC(Nc1ccc(S(=O)(=O)Nc2cc(C)on2)cc1)(C(F)(F)F)C(F)(F)F	nt	98	1	1.4	13	6	103	nt	-36	25
COCCNC(=O)Cn1nc(C(F)(F)F)cc1C	0	98	0	-0.6	-5	nt	100	-14	4	8
CC1(C)CC(=O)C2=C(C1)N(Cc1ccco1)C(=O)C2(NC(=O)C1CCCCC1)C(F)(F)F (configuration not stated)	3	92	1	-0.9	2	-26	107	-5	-43	6
O=C(NCCCN1CCN(c2ccccc2F)CC1)C1CCC(=O)N1C1CCCCC1 (configuration not stated)	nt	110	3	-1.4	1	nt	111	-2	-73	5
O=C(c1cccc(Cl)c1)c1nn(-c2ccccc2)c(=O)cc1C(F)(F)F	nt	2.5*	-2	-2.4	6	-11	1.1*	21	-46	6
CCOC(=O)Cc1nnc(NC(=O)COc2ccc(F)cc2)s1	3	101	1	0.5	-8	12	101	-10	-38	nt
CCNC(=O)c1ccc(-n2nc(C(F)(F)F)c3c2CCCC3)cc1	nt	86	1	0.5	-6	-22	78	-10	-14	7

Source: PubChem (several laboratories)

Outcome played no part in choosing rows; overall some 6.1% were active at least once.
